# Compound activity (PubChem BioAssay)
# T cell HTS: T cell immune modulation candidate. calls only at 7 µM. AID 2052. 2C CD8+ T cell-vesicle binding, flow cytometry; hits give low values. 330,000 tested, 0.068% active;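 active = response, share of CD8 T cells binding vesicles, and their 90th percentile fluorescence all below set limits, cut at about 80% in these data, passing the limit was not always enough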
#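 Test system: purified 2C TCR transgenic mouse naive CD8+ T cells. Probe or stimulus: QL9-peptide-loaded Drosophila micro-vesicles bearing Ld, ICAM-1 and B7-1. Incubation: binding step 1.5 h, 37 °C, antibody labelling 20 min, ice. Measured by: flow cytometry of vesicle-bound cells.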
# NTR1 agonist: agonists of NTR1, primary screen, imaging, U2OS cells, beta-arrestin-GFP, high content (AID 493036); activation, % at 20 µM; NTR1-U2OS beta-arrestin-GFP spot imaging, agonist mode; P30989; 330,000 tested, 0.17% active;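 active = activation at or above 40% of the spot to cytoplasm intensity ratio, with at least 20 cells analyzed; inconclusive = wells under 20 cells, flagged as cytotoxic or low count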;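 note: 0% = DMSO without peptide and 100% = 100 nM NTR1 peptide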
# Target sequence (P30989 whole entry, looked up): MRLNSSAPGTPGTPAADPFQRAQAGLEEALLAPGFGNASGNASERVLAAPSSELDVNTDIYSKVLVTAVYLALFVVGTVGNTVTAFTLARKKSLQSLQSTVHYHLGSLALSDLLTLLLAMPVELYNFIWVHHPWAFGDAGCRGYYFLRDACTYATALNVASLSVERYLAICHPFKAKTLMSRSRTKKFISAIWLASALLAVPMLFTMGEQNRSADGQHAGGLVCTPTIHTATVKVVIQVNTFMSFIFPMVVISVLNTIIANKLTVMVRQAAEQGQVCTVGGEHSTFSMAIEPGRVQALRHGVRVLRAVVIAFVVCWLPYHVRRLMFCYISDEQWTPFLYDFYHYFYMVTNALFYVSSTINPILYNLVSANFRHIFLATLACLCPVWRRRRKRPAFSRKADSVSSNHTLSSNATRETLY
# K1F lysis inhibition: protection from phage-mediated lysis, alamar blue read-out – E. coli UTI89, K1F phage, bacterial capsule biogenesis inhibitors (AID 488966). E. coli UTI89 K1F phage lysis, alamar blue, 2 h; higher % means a stronger effect. inhibition, % at 100 µM; hits with a dose series show IC50 in µM. 340,000 tested, 0.02% active;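 active = phage lysis inhibition, versus mean bacterial control, above a set limit; inconclusive = no clear call, values can overlap the other calls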;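 note: capsule biogenesis inhibitors block K1F phage lysis so surviving cells raise fluorescence; higher fluorescence means more inhibition of phage lysis; actives were called in the ten point dose series up to 300 µM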
# Myeloid diff 2: promotes myeloid progenitor differentiation. ER-HoxA9 myeloid progenitors, lysozyme-GFP differentiation, flow cytometry. calls only at 10 µM. 360,000 tested, 1% active;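 active = normalized GFP-positive differentiation at or above the plate's own cutoff, the solvent-only control mean plus 3 SD; inconclusive = no clear call, values can overlap the other calls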;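 note: cells exposed to compound for four days before flow analysis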
# Salmonella PhoP GFP: PhoP-dependent GFP reporter repression – Salmonella Typhimurium, primary screen (AID 1863); S. Typhimurium PhoP-regulated promoter GFP reporter, 4 h; higher % means a stronger effect; inhibition, % at 50 µM; hits with a dose series show IC50 in µM; 300,000 tested, 0.16% active;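 active = inhibition over 29.93%, a cutoff 3 SD above the screen mean, later confirmed by dose response; inconclusive = inhibition over 29.93% but no dose response follow-up; inactive = inhibition at most 29.93% or unconfirmed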;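 note: 0% = low Mg2+ inducing control and 100% = high Mg2+ repressing control; strong numbers were not always called active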
# SV40 large T antigen: TAg ATPase/helicase activity blockers – biochemical (AID 1903); 310,000 tested, 0.39% active; SV40 large T antigen ATPase/helicase inhibition assay; higher % means a stronger effect; one-dose inhibition, % at 20 µM; IC50 in µM for titrated hits; in the data active = a potency from the dose series; inconclusive = inhibition mostly from about 32% at the one dose, without a potency; inactive = the rest, 99 in 100 with inhibition below about 32%; note: strong numbers were not always called active
# RSV CPE inhibition: inhibition of RSV-induced cytopathic effect – HEp-2 cells, primary 10 µM value included (AID 2391); HEp-2 cells, RSV-induced CPE inhibition; higher % means a stronger effect; one-dose CPE inhibition, % at 10 µM; IC50 in µM for titrated hits; 310,000 tested, 0.13% active; in the data active = a potency from the dose series; inconclusive = CPE inhibition mostly from about 23% at the one dose, without a potency; inactive = the rest, 99 in 100 with CPE inhibition below about 21%; note: strong numbers were not always called active
# MgcRacGAP inhibition: MgcRacGAP GTPase-activating activity inhibitors, confirmation, biochemical, ADP Hunter fluorescence; MgcRacGAP-stimulated Rac1 GTP hydrolysis, ADP Hunter fluorescence; higher % means a stronger effect; GST-tagged Rac1 F28L mutant substrate; AID 624330; one-dose inhibition, % at 30 µM; IC50 in µM for titrated hits; 340,000 tested, 0.6% active;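 active = first-screen hits whose inhibition reached a set limit at any dose in the follow-up dose series; inconclusive = inhibition above the set first-screen limit but never retested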;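 note: fluorescence reports GDP produced by GAP-driven GTP hydrolysis; strong numbers were not always called active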
# TNAP activators: human TNAP enzyme activators, primary screen, biochemical, luminescent, no phosphate acceptor, uHTS (AID 1001); purified TNAP, luminescent activation assay, no phosphate acceptor; higher activation fold means a stronger effect; activation fold at 20 µM; hits with a dose series show EC50 in µM; 200,000 tested, 0.03% active; in the data active = activation fold from about 3, or a potency from the dose series; inactive = the rest, 99 in 100 with activation fold below about 1.6; note: many of its hits are not listed in these tables
# T cell HTS vesicle-bound %: recorded beside T cell HTS, whose call it bears; double positive events, %; measured here: CD8+ vesicle-bound cell fraction;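 binding gate set so that unloaded-vesicle control wells show 10% double positive cells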
# NTR1 agonist cell count 20 µM: second read-out of NTR1 agonist, no call of its own (marks repeat the call); cell count; measured here: cell count, cytotoxicity flag
# Myeloid diff 2 GFP+ MAC1+ %: further read-out of Myeloid diff 2, marked with its call; GFP+ MAC1+ double positive, %; measured here: differentiation confirmed by MAC1 staining
# Starred values were filed as active, the others as inactive; i = inactive; ? = inconclusive; / = no result given; & = joins results of further samples; [ ] = dose if it differs, or a comment.
SMILES,T cell HTS,T cell HTS vesicle-bound %,NTR1 agonist,NTR1 agonist cell count 20 µM,K1F lysis inhibition,Myeloid diff 2,Myeloid diff 2 GFP+ MAC1+ %,Salmonella PhoP GFP,SV40 large T antigen,RSV CPE inhibition,MgcRacGAP inhibition,TNAP activators
CC12CN3CN(C1)CC(C)(C3)C2=NO,i,46,3.8,59,0.9%[50 µM],i,0.9,-13%,11%,0.7%,11%,1
CCOC(=O)/C(=N\Nc1ccccc1)N1CC1,i,32,0.4,56,-0.3%,i,0.0,-3%,?,-3.2%,14%,1.1
COC1=CC2[C@@H]3Cc4ccc(OC)c(O)c4[C@]2(CCN3C)CC1=O (stereo partly drawn),i,8,0.3,63,0.1%,i,3.4,/,/,/,-3%,/
Cc1cccc(-n2c(O)c(C=NCCN3CCNCC3)c(=O)[nH]c2=S)c1,i,24,0.2,83,0.0%,i,0.6,/,24%,-0.1%,9%,/
COc1cccc(N2C(=O)NC(=O)/C(=C/c3ccc([N+](=O)[O-])s3)C2=O)c1,i,62,-0.3,36,-1.7%,i,0.9,1%,47µM*,38%,28%,/
CCc1ccc(N2C(=O)NC(=O)/C(=C/c3cccn3CCOc3ccc(C)cc3)C2=O)cc1,i,60,6.0,80,0.1%,i,0.3,-16%,26%,7.7%,13%,0.8
COC(=O)C1=C(c2cccc(OCc3ccccc3)c2)C[C@@H]2CC[C@H]1N2C(=O)NCc1ccc([N+](=O)[O-])cc1,i,31,4.2,46,0.7%,i,1.2,/,/,0.8%,6%,/
COc1ccc(OC)c(N2C(=O)NC(=O)C3(Cc4cc(C)ccc4N(C)C3)C2=O)c1 (stereo not drawn),i,30,0.9,56,1.8%,i,2.9,-8%,22%,1.0%,8%,1.1
CN1CCN(Cc2cn3cccnc3n2)CC1,i,32,0.9,52,0.1%,i,1.1,-5%,2%,2.5%,4%,1.1
COC(=O)C1=C(c2cccc(OCc3ccccc3)c2)C[C@@H]2CC[C@H]1N2C(=O)NCc1ccccc1OC,i,59,-0.6,64,2.4%,i,4.9,/,/,3.0%,1%,/
c1ccc2c(N3CCNCC3)cccc2c1,i,18,-0.5,50,0.7%,i,3.5,-11%,11%,-1.7%,6%,/
CCC(=O)c1cn(Cc2ccccc2)c2ccccc12,i,45,-0.1,55,0.0%,i,0.3,/,/,6.6%,3%,1
COc1ccc(-c2nc3ccc(C(=O)N4CCC5(CC4)OCCO5)cc3nc2-c2ccc(OC)cc2)cc1,i,21,3.2,47,-0.1%,i,11,-3%,4%,1.7%,-14%,/
CCCCCn1c(=O)c(C(=O)Nc2nc(CC(=O)OCC)cs2)c(O)c2ccccc21,i,26,-2.5,15,-1.6%,i,0.0,10%,4%,16%,-15%,1.1
C[C@]12CC[C@H](O)CC1=CC[C@@H]1[C@@H]2CC[C@]2(C)C(=O)CC[C@@H]12,i,25,0.4,62,0.9%,i,2.5,5%,2%,?,-5%,/
COC(=O)C1=C(c2ccccc2)C[C@@H]2CC[C@H]1N2C(=O)N1CCOCC1,i,59,5.1,95,0.8%,i,2.5,/,5%,-0.1%,5%,/
CC1CCC[C@H](O)CCCCCc2cc(O)cc(O)c2C(=O)O1 (stereo partly drawn),i,17,3.6,63,-1.3%,i,2.7,-8%&-1%,2%&20%,5.8%,5%,1.1&1
COc1cccc(-n2c(=S)[nH]c3ccccc3c2=O)c1,i,42,1.7,91,0.0%,i,0.0,-9%,2%,0.0%,6%,1.1
Nc1ccc2cc(Br)ccc2c1,i,44,2.3,57,0.6%,i,0.1,8%,4%,0.8%,14%,1
O=c1[nH]c(=S)n(C2CC2)c(O)c1C=Nc1cccc(C(F)(F)F)c1,i,14,1.4,63,0.1%,i,0.2,-6%,5%,0.8%,4%,1
COc1ccccc1N1CCN(Cc2ccc(F)cc2)CC1,i,39,-0.6,113,0.1%,i,0.4,3%,-4%,0.2%,5%,1.2
O=C(Nc1ccccc1)c1c(O)c2c(n(Cc3ccco3)c1=O)CCCC2,i,11,5.3,48,-1.5%,i,0.8,-11%,8%,6.7%,9%,/
Cc1nc2ccc(Br)cc2c(=O)n1-c1ccc([N+](=O)[O-])c(C(F)(F)F)c1,i,49,3.9,45,1.7%,i,0.4,/,8%,1.9%,6%,/
CCCCCSc1cc(OC)c(CCN(C)C)cc1OC,i,39,0.7,50,13%,i,0.2,-9%,0%,-1.5%,9%,0.9
COc1ccc(OCC(=O)N2CCCC(N3CCN(c4ccccc4C)CC3)C2)cc1 (stereo not drawn),i,64,0.5,56,0.9%[50 µM],i,3.2,-4%,5%,11%,6%,/
# (next part)
SMILES,T cell HTS,T cell HTS vesicle-bound %,NTR1 agonist,NTR1 agonist cell count 20 µM,K1F lysis inhibition,Myeloid diff 2,Myeloid diff 2 GFP+ MAC1+ %,Salmonella PhoP GFP,SV40 large T antigen,RSV CPE inhibition,MgcRacGAP inhibition,TNAP activators
COc1ccc(C(=O)Nc2cccc(S(=O)(=O)NCc3ccco3)c2)cc1,i,47,-1.6,69,-0.9%,i,0.8,/,/,/,3%,/
CCCCCCCC(=O)NC(Oc1ccccc1[N+](=O)[O-])C(Cl)(Cl)Cl (stereo not drawn),i,23,1.4,44,1.5%,i,0.9,-9%,-1%,1.4%,0%,1.1
CN(C(=O)c1ccco1)C1(c2ccccc2Cl)CCCCC1=O (stereo not drawn),i,20,-0.5,37,7.9%,i,0.5,3%,22%,1.9%,0%,1
O=c1c2ccccc2nc(-c2cccs2)n1-c1ccccc1,i,5,2.0,46,-0.1%,i,0.7,-13%,26%,-0.7%,11%,1.1
Cn1cc([N+](=O)[O-])c(C(=O)Nc2ccc3c(C(F)(F)F)cc(=O)oc3c2)n1,i,12,4.1,73,1.2%[50 µM],i,1.4,0%,5%,11%,7%,/
Cc1ccc(CN2C3CCCC2CC(NC(=O)Nc2cccc(F)c2)C3)cc1 (stereo not drawn),i,36,5.3,42,0.8%,i,0.3,-2%,2%,1.2%,9%,2.2
COC(=O)c1c(C)[nH]c(C(=O)C(C)[N+]23CCN(CC2)CC3)c1C (stereo not drawn),i,40,0.6,60,0.2%,i,0.7,-2%,3%,0.1%,8%,1
CN1CCN(Cc2ccc3ccccc3c2)CC1,i,63,-0.2,75,0.5%,i,0.1,-4%,9%,-0.6%,20%,/
CN1C(=O)C(Cc2nc3ccccc3c(=O)n2-c2ccccc2)c2ccccc21 (stereo not drawn),i,30,32,82,0.7%,i,1.3,0%,16%,-0.1%,2%,1.1
CCN(CC)c1ccc(C=C2C(=O)N(C)C(=S)N(C)C2=O)o1,i,48,-2.9,63,0.9%[50 µM],i,2.2,-11%,1%,0.6%,11%,0.7
CCCCn1c(N)c(C(=O)OCCOC)c2nc3ccccc3nc21,i,13,0.3,37,/,i,0.1,-12%,7%,4.5%,/,/
Cc1ccc(S(=O)(=O)NP(=O)(Oc2ccccc2)Oc2ccccc2)cc1,i,9,0.3,50,0.1%,i,5.4,-6%,-8%,-1.0%,5%,1
Cc1ccccc1N1C(=O)/C(=C/c2ccco2)C(=O)NC1=S,i,21,/,/,0.5%[50 µM],/,/,-5%,18%,3.9%,/,/
C[C@H](O)[C@H]1CC[C@H]2[C@@H]3CCC4=CC(=O)CC[C@]4(C)[C@H]3CC[C@]12C,i,60,-0.7,63,6.6%,i,2.7,-1%,11%,?,6%,1.1
CN1CCN(c2nccc3c2ncn3C)CC1,i,26,-1.2,44,2.6%,i,0.8,-5%,5%,1.2%,4%,1.1
CC(=NCc1ccc2c(c1)OCO2)c1c(O)n(C)c(=O)n(C)c1=O,i,36,0.2,76,-0.1%,i,0.9,-3%,13%,4.2%,0%,1.2
C#C[C@]1(O)CCC2C3CCC4=C/C(=N/OCC(=O)NC(C)C(=O)NC(CCSC)C(=O)O)CC[C@]4(C)C3CC[C@@]21C (stereo partly drawn),i,10,0.2,114,-0.9%[50 µM],i,0.5,-2%,-1%,1.5%,15%,/
COC(=O)C1=C(c2ccccc2OCc2ccccc2)C[C@@H]2CC[C@H]1N2C(=O)NCc1ccccc1,i,12,1.8,57,-0.4%,i,2.7,/,/,4.5%,7%,/
O=C(COc1ccc(Br)cc1)N1CCN(Cc2c[nH]c3ccccc23)CC1,i,55,-0.3,41,-0.2%,/,/,29%,17%,1.2%,14%,0.7
CC(C)OP(=O)(O)NC(=O)c1ccccc1,i,47,-1.7,58,-0.5%,i,0.2,-3%,10%,0.3%,0%,0.8
Cn1cc(C(=O)NC2CC2)c2ccccc21,i,27,0.9,61,2.4%,i,0.5,2%,7%,5.0%,5%,/
CCOP(=O)(OCC)C(O)c1ccc(Br)cc1 (stereo not drawn),i,35,-2.3,66,-0.5%[50 µM],i,0.6,-4%,-2%,1.5%,8%,1
O=C1NC(=O)N(Cc2ccccc2)C(=O)/C1=C\c1ccco1,i,22,15,44,-1.2%,i,0.5,2%,?,-0.9%,16%,1.1
CCC(C)n1c(O)c(C=NCc2cccnc2)c(=O)[nH]c1=S (stereo not drawn),i,14,0.1,59,0.4%,i,0.4,-3%,27%,2.8%,11%,/
O=C(c1ccc(N2CC3CC(C2)c2cccc(=O)n2C3)c([N+](=O)[O-])c1)N1CCCCC1 (stereo not drawn),i,46,0.6,36,0.3%[50 µM],i,0.6,-19%,8%,1.1%,5%,1
COc1cccc(C(=O)C2CCCN(Cc3cccc(C)n3)C2)c1 (stereo not drawn),i,57,0.1,92,-0.1%,i,0.0,-4%,1%,0.8%,10%,1
NC(=O)C1CCN(/C=C2\C(=O)NC(=O)N(Cc3ccco3)C2=O)CC1,i,38,1.1,67,2.7%[50 µM],i,0.4,-8%,?,-0.2%,1%,/
C1CCCN(C2CCNCC2)CC1,i,11,0.8,59,-2.4%,i,0.4,-4%,4%,1.2%,-4%,/
COc1cccc(C(=O)N2CCC3(CC2)OCCO3)c1,i,26,1.5,50,0.5%,i,0.4,-2%,2%,0.2%,9%,/
COC(=O)[C@H]1C[C@@H]1[C@H](NP(=O)(c1ccccc1)c1ccccc1)c1ccccc1,i,12,0.1,61,-0.1%,i,0.4,-1%,5%,-0.5%,2%,1.1

# The list is partial; rates above refer to the full screens.
